14-3-3 PPI: 14-3-3 gamma protein interaction modulation; FP, 14-3-3gamma / TMR-pS259-Raf peptide binding; P61981; AID 422; inhibition, % at 40 µM; actives 0.19% (n = 160,000); in the data active = inhibition above about 30%;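 also: 0% = protein plus tracer without compound and 100% = blank with tracer alone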
Target sequence (P61981 whole entry, looked up): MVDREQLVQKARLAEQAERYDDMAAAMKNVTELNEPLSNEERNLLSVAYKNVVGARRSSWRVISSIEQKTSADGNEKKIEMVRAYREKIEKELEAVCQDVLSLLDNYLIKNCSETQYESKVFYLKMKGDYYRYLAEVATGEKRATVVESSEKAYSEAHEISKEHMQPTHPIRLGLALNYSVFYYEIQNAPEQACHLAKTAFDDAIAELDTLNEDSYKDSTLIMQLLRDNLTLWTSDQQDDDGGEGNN
The depositor's hits bear a star; & = joins results of further samples. These rows are one share of the data. The share of hits here may be higher or lower than overall.

structure	14-3-3 PPI
CCCCSc1nnc2c(n1)OC(c1ccc(SC)cc1)N(C(C)=O)c1ccccc1-2 (configuration not stated)	2
CC(C)CCn1c(=O)c2ccccc2n2c(CN(C)Cc3ccccc3)nnc12	-4
COC(=O)c1ccc(NC(=O)C2CC(=O)N(C)C(=Nc3ccccc3OC)S2)cc1 (configuration not stated)	-6
COc1cc(C2CC(=O)C3=C(C2)Nc2ccccc2NC3c2ccc(OC(C)=O)cc2)cc(OC)c1OC (configuration not stated)	-7
CC(C)c1ccc(NC(=O)CCNS(=O)(=O)c2cccs2)cc1	3
Cn1c(C(=O)N2CCCc3ccccc32)cc2c(=O)n3ccccc3nc21	-15
O=C(NCC1COc2ccccc2O1)C1CCCN(S(=O)(=O)c2cccc3cccnc23)C1 (configuration not stated)	-4
O=C1C(Cl)=C(NC2CCCCC2)C(=O)N1Cc1ccccc1	0
O=C(CCCN1C(=O)c2cccc3cccc(c23)C1=O)N1CCC(CN2C(=O)c3cccc4cccc(c34)C2=O)CC1	-8
O=C(c1ccc2c(c1)N(Cc1cccc(Cl)c1)C(=O)CS2)N1CCCC1	-3
O=C(Nc1ccc(-c2nc3ccccc3c(=O)o2)cc1)c1cccs1	-6
O=C(CCN1CCN(c2ccccc2F)CC1)c1ccc(Br)cc1	-2
O=C1c2ccccc2-c2onc3c(N4CCCC4)ccc1c23	-134
Cc1nn(C)c(C)c1N1C(=O)c2cccc3c([N+](=O)[O-])ccc(c23)C1=O	-7
O=C(COC(=O)c1ccc(N2C(=O)CCC2=O)cc1)Nc1nc2ccccc2s1	-105
CC1=C(C(=O)Nc2ccccc2F)C(c2cccc(Cl)c2)C2=C(CC(C)(C)CC2=O)N1 (configuration not stated)	-2
CCC(C)c1ccc(NC(=O)CC(C)=O)cc1 (configuration not stated)	1
COc1cccc2ccc(C3C(=O)c4ccccc4C3=O)nc12	-26
O=[N+]([O-])c1c(NCCO)cc(Nc2ccc3c(c2)OCO3)c2nonc12	-1
CC(=O)Nc1cccc2c1C(=O)c1ccccc1C2=O	19

Three compounds out of the list above, ordered by their value in 14-3-3 PPI, low to high.
structure	14-3-3 PPI
O=C1c2ccccc2-c2onc3c(N4CCCC4)ccc1c23	-134
O=C1C(Cl)=C(NC2CCCCC2)C(=O)N1Cc1ccccc1	0
CCCCSc1nnc2c(n1)OC(c1ccc(SC)cc1)N(C(C)=O)c1ccccc1-2 (configuration not stated)	2

Carrying on.
structure	14-3-3 PPI
COC(=O)c1ccc2c(c1)N(Cc1nc(-c3ccc(Cl)cc3)oc1C)C(=O)C1CCCN21 (configuration not stated)	-55
COC(=O)Nc1sc2c(c1C(N)=O)CCCCCC2	-7
COc1ccccc1NC(=O)Cn1nc(C(F)(F)F)c2c1CCCC2	1
N#Cc1cc(C(=O)c2cccs2)c(C(F)(F)F)nc1SCc1ccccc1	3
CCCNC(=O)Cn1cnc2sc(C(=O)Nc3ccc(C)cc3Br)c(C)c2c1=O	-5
CCN1CCN(C(=O)c2ccccc2N(Cc2ccccc2)S(C)(=O)=O)CC1	2
CC(C)C(NC(=O)C1CCCCC1)C(=O)N1CCN(c2ccc(F)cc2)CC1 (configuration not stated)	1&-2
COc1ccccc1NC(=O)c1ccccc1NS(C)(=O)=O	-6
O=C1c2ccccc2C(Nc2ccc(Cl)cn2)N1c1cccnc1 (configuration not stated)	3
O=C(O)c1ccccc1C(=O)N1CC=C(c2ccccc2)CC1	-3
CCCc1cc(=O)oc2cc3occ(C)c3cc12	0
N#Cc1c(C(F)(F)F)cc(NCCN2CCOCC2)n2c1nc1ccccc12	-7
Cc1cc(NC(=O)CSc2nc3ccsc3c(=O)n2CCC(C)C)no1	4
CC1CN(C(=O)c2cc3n(n2)C(C(F)(F)F)CC(c2ccco2)N3)CC(C)O1 (configuration not stated)	3
CCOC(=O)C1=C(C)OC(N)=C(C#N)C1c1ccsc1 (configuration not stated)	-8
CCC(C)(C(=O)NC1CCCCC1)N(C(=O)c1ccccn1)c1ccccc1 (configuration not stated)	0
COc1ccccc1CNS(=O)(=O)c1ccc(F)c(C(=O)Nc2ccc(Cl)cc2)c1	-8
Cc1sc2ncn(CC(=O)N3CCN(Cc4ccccc4)CC3)c(=O)c2c1S(=O)(=O)N1CCCCC1	-4
CCC(C)(C)n1nnnc1C(c1ccc(C)cc1)N1CCN(Cc2cccnc2)CC1 (configuration not stated)	-10
O=C(O)CCc1nc2ccccc2n(CCc2ccccc2)c1=O	-78
O=C(Nc1ccccc1)c1c(NC(=O)C(F)(F)F)sc2c1CCCCC2	-65
Cc1cc(C)n(CCc2nc3c4ccccc4nc(SCc4ccc(C#N)cc4)n3n2)n1	-9
Cc1ccc(C2(C)NC(=O)N(CC(=O)Nc3ccc4c(c3)OCO4)C2=O)cc1 (configuration not stated)	-5
Cc1ccc(-n2c(SCC(=O)OC(C)C)nnc2-c2ccncc2)cc1	-8
CC(C)CNC(=O)c1cnc2n(c1=O)CCS2	2
O=C1CN(C(=O)c2cccc(Cl)c2)C(c2ccccc2Cl)c2cc(Br)ccc2N1 (configuration not stated)	4
CCc1ccc(NC(=O)C2c3ccccc3C(=O)N3CCc4ccccc4C23)cc1 (configuration not stated)	9
CCOc1ccc(NC(=O)c2nccnc2CO)cc1	1
CCc1ccccc1N(CC(=O)NCc1ccco1)C(=O)c1snc(C(N)=O)c1N	-8
CCNc1nc(SC)ncc1F	1
COc1ccc(CC(=O)N2N=C(CCC(C)C)CC2(O)C(F)(F)F)cc1 (configuration not stated)	-3
O=C(C1CCCN(S(=O)(=O)c2ccc(F)cc2)C1)N1CCCC1 (configuration not stated)	-2
O=C(Nc1ccc([N+](=O)[O-])cc1Cl)c1ccc([N+](=O)[O-])cc1Cl	4
CC1(C)CC(=O)N(CC(=O)NC2CCCCCCC2)c2ccccc2S1	-1
O=C(Nc1cnn(Cc2ccc(Cl)cc2)c1)C1CCCC1	-1
CC1=CC(C)=Nc2ccc(C)cc2N1	-15&-13
Cc1cc(C(=O)Nc2cccc(OC(C)C)c2)c(C)o1	-3
CCN1C(=O)/C(=C/N2CCc3ccccc32)SC1=S	1
COC(=O)C(C)Sc1nc2c([nH]c3ccccc32)c(=O)n1-c1ccc(Cl)cc1 (configuration not stated)	2
COC(=O)C1=C(C)NC2=C(C(=O)CC(c3ccccc3)C2)C1c1ccc(OC(C)=O)c(OC)c1 (configuration not stated)	20
Cc1cc(Cl)cc(C)c1OCCCCn1ccnc1	-3
CC1(C)CC(=O)c2cnc(NC(=O)CSc3nc4ccccc4o3)nc2C1	-20
CC1CCN(S(=O)(=O)c2ccc3nc(-c4ccncc4)cc(C(=O)NCc4ccc(F)cc4)c3c2)CC1	-2
CCCCn1c(SCN2C(=O)c3ccccc3C2=O)nc2cc(S(N)(=O)=O)ccc21	-13
O=C(c1cc(-c2cccc(O)c2)on1)N1CCN(C(c2ccccc2)c2ccccc2)CC1	-1
O=C(O)C1CC(c2cccc(Br)c2)=NO1 (configuration not stated)	-4
Cc1cccc(OCc2nnc(SCc3nc4ccccc4c(=O)[nH]3)o2)c1	-13
O=C(c1ccccn1)N1N=C(C(F)(F)F)CC1(O)c1ccc(F)cc1 (configuration not stated)	4
O=C(CSc1ncccn1)N1CCc2ccccc2C1	10
COc1ccc2oc(=O)c(C(=O)Nc3ccc(C)c(Cl)c3)cc2c1	-3
COc1cccc(-c2cc(C(F)(F)F)n3nc(N)nc3n2)c1	15
Cc1ccccc1-c1nnn(CC(=O)c2ccc(S(=O)(=O)N3CCCC3)cc2)n1	-15
CCN(CC)S(=O)(=O)c1ccc(NC(=O)C2COc3ccccc3O2)cc1 (configuration not stated)	-2
COc1ccc(S(=O)(=O)n2c(SCC(=O)c3ccc(Cl)cc3)nc3ccccc32)cc1	-9
O=C(Cn1nnc(-c2ccc(S(=O)(=O)N3CCCC3)cc2)n1)NCC1CCCO1 (configuration not stated)	-1
CC1CC(C)CN(c2ncnc3scc(-c4ccccc4)c23)C1 (configuration not stated)	-6
CCC(=O)Nc1ccc(C(=O)Nc2ccc3c(c2)C(=O)N(CC2CCCO2)C3=O)cc1 (configuration not stated)	-3
COc1ccccc1NC(=O)c1c(NCc2ccc(C)o2)sc2c1CCC2	-150
O=C1c2ccc([N+](=O)[O-])cc2C(=O)N1c1ccccc1	5
COc1ccccc1S(=O)Cc1ccc(C(=O)NC2CCCC2)o1 (configuration not stated)	-4

In the list so far, these have two or more sulfur atoms:
structure	14-3-3 PPI
CCCCSc1nnc2c(n1)OC(c1ccc(SC)cc1)N(C(C)=O)c1ccccc1-2 (configuration not stated)	2
CC(C)c1ccc(NC(=O)CCNS(=O)(=O)c2cccs2)cc1	3
N#Cc1cc(C(=O)c2cccs2)c(C(F)(F)F)nc1SCc1ccccc1	3
Cc1cc(NC(=O)CSc2nc3ccsc3c(=O)n2CCC(C)C)no1	4
Cc1sc2ncn(CC(=O)N3CCN(Cc4ccccc4)CC3)c(=O)c2c1S(=O)(=O)N1CCCCC1	-4
CCN1C(=O)/C(=C/N2CCc3ccccc32)SC1=S	1
CCCCn1c(SCN2C(=O)c3ccccc3C2=O)nc2cc(S(N)(=O)=O)ccc21	-13
COc1ccc(S(=O)(=O)n2c(SCC(=O)c3ccc(Cl)cc3)nc3ccccc32)cc1	-9

Later entries:
structure	14-3-3 PPI
CCc1ccccc1NC(=O)c1cc(S(=O)(=O)NCc2ccc(OC)cc2)ccc1F	-3
O=C1C2=C(C(c3ccc(Cl)cc3)=NCCN2)C(c2ccc(Br)cc2)N1c1ccccc1 (configuration not stated)	-2
c1ccc2nc(-c3nc4ccccc4o3)ccc2c1	-28
CCN(C(=O)CN1C(=S)NC(C)(C)CC1C)c1ccccc1 (configuration not stated)	3
COc1ccccc1CCNC(=O)CSc1nc(-c2ccco2)cc(C(F)(F)F)n1	-2
CCC1(NC(C)=O)CC2CC1CC2NC(C)=O (configuration not stated)	-3
CC(C)(C)c1ccc(C(=O)N2CC(=O)Nc3ccc(Br)cc3C2c2ccc(F)cc2)cc1 (configuration not stated)	1
CC1CCN(S(=O)(=O)c2ccc3ncn(CC(=O)N4CCN(Cc5ccc6c(c5)OCO6)CC4)c(=O)c3c2)CC1	-9
O=C(Nc1nc(-c2ccc(Cl)s2)cs1)c1ccc(C(=O)c2ccccc2)cc1	4
CC1=C(C(=O)Nc2cccc(Cl)c2)C(c2ccc(C)cc2)NC(=O)N1 (configuration not stated)	-6
CCCn1c(=N)c(C(=O)NCCCOC)cc2c(=O)n3cccc(C)c3nc21	1
Cc1nnc(N(C)C(=O)Cc2ccc3c(c2)OCO3)s1	-10
Cn1c(=O)c2c(nc(CN3CCN(C(=O)c4ccco4)CC3)n2Cc2ccc(Cl)cc2)n(C)c1=O	-1
O=C(Nc1ccccc1[N+](=O)[O-])c1cc(S(=O)(=O)Nc2ccc(Br)cc2)ccc1Cl	2
COc1ccc(S(=O)(=O)N2CCC(C(=O)Nc3cccc(Cl)c3)CC2)c2cccnc12	-9
CN(C)c1nc(N)nc(CSc2ncc(Cl)cc2Cl)n1	0
O=C(c1ccncc1)N1CCN(S(=O)(=O)c2ccccc2)CC1	0
COCCNC(=O)C(c1cccs1)N(C(=O)Cn1nnc2ccccc21)c1ccccc1 (configuration not stated)	-1
COC(=O)C1(C)NC(=O)c2ccccc2N1 (configuration not stated)	1
CCN1C(=O)c2cccc3c(S(=O)(=O)Nc4cccc(F)c4)ccc1c23	-24
O=C(c1n[nH]c(=O)c2ccccc12)N1CCN(Cc2ccc3c(c2)OCO3)CC1	-3
COc1ccc2nc3sc(C(=O)NCCC(C)C)cc3cc2c1	-4
CCOC(=O)c1ccc2c(c1)C(=O)N(c1ccccc1C)C2=O	-5
COC(=O)c1ccc(C(=O)NC23CC4CC(CC(C4)C2)C3)cc1	5
CCCCN(C)C(=O)c1cnc(Nc2ccc(C)c(Cl)c2)c2ccccc12	-1
COC(=O)C1=C(C(C)=O)C(c2ccc(C)cc2)n2nnnc2N1 (configuration not stated)	2
Cc1nn(Cc2ccc(Br)cc2)c(C)c1NC(=O)c1nn(C)cc1Cl	5
c1ccc(-n2nnc3c(N4CCOCC4)ncnc32)cc1	3
O=C(COC(=O)c1ccc[nH]c1=O)NC1CCCC1	-4
CN(C(=O)COc1cc(=O)n(C)c2ccccc12)c1cccc(Cl)c1	1
O=C(Nc1cc(O)cc([N+](=O)[O-])c1)c1nn2c(C(F)(F)F)cc(-c3cccs3)nc2c1Cl	-2
Cn1c(=O)[nH]c(=O)c2c1nc(N1CCOCC1)n2CCN1CCOCC1	-8
Nc1c(C(=O)NCCc2ccc(Cl)cc2)nnn1-c1ccc2c(c1)OCCO2	-1
CC(C)C(=O)OCCN1C(=O)c2cccc3c(N4CCCCC4)ccc(c23)C1=O	-23
CCOc1ccc(NC(=O)C2CC(=O)NC(N3CCc4ccccc43)=N2)cc1 (configuration not stated)	-3
COc1cccc(C(=O)CSc2nnc(CNS(=O)(=O)c3ccc(C)cc3)n2C)c1	-1
OCCCc1nc2ccccc2n1CCCOc1ccccc1	1
CCOc1cc(CN2CCN(C(=O)CC(C)C)CC2)ccc1OC	3
O=c1c2sccc2nc(SCc2cc(=O)n3ccccc3n2)n1-c1ccc(Br)cc1	1
c1ccc(CCNc2c3c(nc4ncnn24)CCC3)cc1	-1
O=c1cc(C(F)F)oc2ccc([N+](=O)[O-])cc12	1
COc1ccc(NC(=O)c2cnn3cccnc23)cc1Cl	-28
CC1CC(C)(C)NC(=S)N1CCC(=O)NCc1ccc(Cl)cc1 (configuration not stated)	7
Cc1cccn2c(=O)c3cc(C(=O)NCC4CCCO4)c(=N)n(Cc4cccnc4)c3nc12 (configuration not stated)	-3
O=S(=O)(Nc1ccc2c(c1)OCO2)c1ccc(Br)s1	-22
COc1cc(NC(=O)CSc2nnc(C)s2)cc(OC)c1OC	1
CCCCN(C)C(=O)c1ccc(CS(=O)(=O)Cc2ccccc2Cl)o1	0
Cc1ccc(CNC(=O)c2cccc(N3CCCC3=O)c2)cc1	-10
